# TexasRed fluor = Texas Red fluorescence interference in TRb-SRC2 counter-screen; TRb/SRC2 Texas Red total fluorescence interference; AID 1479; Potency, µM (top dose mostly 106 µM), without a hit: top-dose fluorescence change, negative = quenching; hit rate 0.29% among 280,000; active = well fitted curve in either direction with a large enough effect; inconclusive = small, poorly fitted or top-dose-only effect; note: % is set by controls: 0 for no effect and ±100 for the full control effect
#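 Human TRb ligand-binding domain at 0.6 uM with 20 nM Texas Red SRC2 peptide in Tris buffer containing 1 uM T3 and 5% DMSO, incubated with compound 5 h at ambient temperature. Total fluorescence (555/632 nm) calculated as parallel + 2 × perpendicular.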
# TRb SRC2 PPI = inhibitors of human thyroid hormone receptor beta-SRC2 interaction; TRbeta-SRC2 peptide binding, fluorescence polarization; receptor liganded with 1 µM T3; P10828; Potency, µM (doses to about 106 µM), without a hit: at the top dose activity change, negative = inhibition, actives largely listed as inhibitors; hit rate 0.065% among 280,000;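 note: plate controls were bound peptide for no effect and peptide without receptor for full effect; nearly all actives have a fitted effect of over 50% in size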
#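 Assay buffer: 20 mM Tris-HCl, 100 mM NaCl, 10% glycerol, 1 mM EDTA, 0.01% NP-40, 1 mM DTT, 1 uM T3, 5% DMSO; TRb LBD 0.6 uM, Texas Red SRC2 20 nM; FP after 5 hr.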
# L3MBTL1 inh = blocks human L3MBTL1; Q9Y468; AlphaScreen L3MBTL1–H3K9me1 peptide binding; Potency, µM (top dose mostly 57.1 µM), inactives show at the highest dose activity, negative = inhibition, actives largely listed as inhibitors; hit rate 0.66% among 230,000; note: % is set by controls: 0 for no effect and ±100 for the full control effect; nearly all actives have a fitted effect of over 60% in size
# Target sequence (Q9Y468 whole entry, looked up): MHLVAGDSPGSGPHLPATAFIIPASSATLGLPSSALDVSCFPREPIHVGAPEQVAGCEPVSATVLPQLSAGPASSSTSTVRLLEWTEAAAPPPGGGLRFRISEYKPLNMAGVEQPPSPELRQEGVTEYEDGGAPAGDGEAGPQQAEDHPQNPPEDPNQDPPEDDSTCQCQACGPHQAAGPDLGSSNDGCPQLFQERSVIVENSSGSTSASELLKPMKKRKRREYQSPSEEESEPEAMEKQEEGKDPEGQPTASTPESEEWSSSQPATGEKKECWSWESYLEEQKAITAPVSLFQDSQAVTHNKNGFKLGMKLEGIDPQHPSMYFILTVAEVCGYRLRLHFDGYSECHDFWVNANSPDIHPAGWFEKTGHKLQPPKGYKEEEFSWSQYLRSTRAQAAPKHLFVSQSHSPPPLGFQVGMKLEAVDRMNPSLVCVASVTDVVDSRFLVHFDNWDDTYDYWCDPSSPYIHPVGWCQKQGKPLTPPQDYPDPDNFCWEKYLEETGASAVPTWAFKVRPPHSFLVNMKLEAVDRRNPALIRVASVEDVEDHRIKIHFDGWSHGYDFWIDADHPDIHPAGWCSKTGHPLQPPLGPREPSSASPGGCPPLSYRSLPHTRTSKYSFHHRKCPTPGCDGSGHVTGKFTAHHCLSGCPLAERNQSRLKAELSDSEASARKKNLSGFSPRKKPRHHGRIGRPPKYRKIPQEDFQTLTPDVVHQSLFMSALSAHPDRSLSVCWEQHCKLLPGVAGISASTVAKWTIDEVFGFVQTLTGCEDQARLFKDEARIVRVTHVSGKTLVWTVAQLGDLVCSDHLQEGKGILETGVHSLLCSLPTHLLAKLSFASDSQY
#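 AlphaScreen proximity signal between nickel-chelate acceptor and streptavidin donor beads (final 10 ug/mL) reports binding of 50 nM L3MBTL1 to 75 nM biotin-H3 K9me1 peptide; complex incubated with compounds 30 min at room temperature; cefsulodin titration as control.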
# Tau fibril FP = tau fibrillization inhibition (FP); P10636; K18 P301L tau heparin fibrillization, Alexa594 FP, 6 h; Potency, µM (highest dose often 57.7 µM), without a hit: top-dose activity, negative = inhibition, actives largely listed as inhibitors; hit rate 0.39% among 280,000; note: % is set by controls: 0 for no effect and ±100 for the full control effect; nearly all actives have a fitted effect of over 55% in size
#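 Compound effects on tau fibrillization are measured by Alexa 594 fluorescence polarization (ex 555, em 632 nm). K18 P301L tau is used at 15 uM with 0.24 uM labeled tracer, and 20 uM heparin induces aggregation over 6 hr at 37 C.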
# Tau fibril ThT = inhibitors of human tau fibril formation, thioflavin T binding | hit rate 2.1% among 270,000 | Potency, µM (highest dose often 57.4 µM), inactives show top-dose activity, negative = inhibition, most hits filed as inhibitors | P10636 | recombinant tau K18 P301L, heparin-induced fibrillization, ThT fluorescence; note: % is set by controls: 0 for no effect and ±100 for the full control effect; nearly all actives have a fitted effect of over 55% in size
#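 In this qHTS, human K18 P301L tau is incubated with compound and heparin for 6 hr at 37 C, and Thioflavin T fluorescence then reports fibril load.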
# HTT ATP protect = cytoprotection in Huntington HTT-Q103 PC12 cell model; hit rate 0.14% among 230,000; Potency, µM (titrated, usually from 56.4 µM), without a hit: cytoprotection (ATP increase), actives largely listed as activators; PC12 HTT-Q103 induced, cytoprotection, ATP luminescence, 40 h;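 note: % of control where 0% means no effect; nearly all actives have a fitted effect of over 45% in size; toxic huntingtin expression switched on by the ecdysone agonist tebufenozide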
#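 Stable PC12 Q103-GFP cells in serum-supplemented, phenol red-free DMEM; induction by tebufenozide at 100 nM final; compound dose series; cell viability quantified luminescently from ATP.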
# Tau fluor cs = counter-screen for tau fibril formation inhibitors. tau K18 P301L Alexa594 fluorescence, heparin fibrillization. hit rate 0.93% among 280,000. Potency, µM (highest dose often 57.7 µM), for the others: at the highest dose activity change, negative = decrease. AID 1463; note: % is set by controls: 0 for no effect and ±100 for the full control effect; nearly all actives have a fitted effect of over 55% in size
#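 Human tau K18 P301L (15 uM unlabeled, 0.24 uM Alexa 594-labeled) in 100 mM sodium acetate pH 7 with 20 uM heparin, 6 hr at 37 C. ThT 30 uM added, 1 hr ambient; Alexa 594 FP and total fluorescence read at 555/632 nm.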
# RECQ1 helicase = blocks DNA unwinding by human RECQ1 | P46063 | RECQ1 DNA unwinding, red fluorescence kinetic read | Potency, µM (top dose mostly 57.3 µM), for inactives: at the highest dose activity, negative = inhibition, most hits filed as inhibitors | hit rate 0.54% among 240,000 | AID 2549;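 note: plate controls were vehicle for no effect and no enzyme for full effect; nearly all actives have a fitted effect of over 30% in size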
#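 50 nM RECQ1T1 preincubated 15 min with compound in Tris pH 8.0 buffer with MgCl2, DTT, Tween-20 and 2.5 ug/ml poly(dI-dC); started with 200 nM TAMRA/BHQ-2 forked duplex and 2 mM ATP. Unwinding read as fluorescence (525/598 nm), two reads 2 h apart.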
# Active calls of the source: *; i = inactive; u = inconclusive; x = no result given; & = joins results of further samples; [ ] = dose if it differs, or a comment. Unless noted, calls come from the whole dose curve; as a rule, active = well fitted curve in the direction sought with a large enough effect; inconclusive = small, poorly fitted or top-dose-only effect, or another doubt; inactive = no such curve, though single readings can be large; an effect the other way counts as inactive or inconclusive. Potency is the fitted concentration of half-maximal effect.
SMILES,TexasRed fluor,TRb SRC2 PPI,L3MBTL1 inh,Tau fibril FP,Tau fibril ThT,HTT ATP protect,Tau fluor cs,RECQ1 helicase
COc1ccc(Cl)cc1NC(=O)CSC1=Nc2ccccc2C2=NC(CCC(=O)NCc3ccco3)C(=O)N12 (centres undefined),0%,-1%,x,-6%,-6%,x,-6%,x
CCOC(=O)C1C(C(=O)OC)=C(c2ccc(OC)cc2)c2ccc(OC)cc2N1S(=O)(=O)C(F)(F)F (centres undefined),-2%,1%,0%,4%,-7%,-29%[40.3 µM],-8%,i
COc1cc(CN2CCN(Cc3ccc(C)cc3)C(CCO)C2)ccc1O (centres undefined),-1%,3%,12%,-2%,-7%,-3%[10 µM],4%,-7%
NNc1ccc(Cl)c(C(=O)O)c1,-1%,-2%,5%,-16%,u,11%[10 µM],-13%,-4%
Cc1ccccc1CNC(=O)Cc1ccc(NC(=O)N2CCCCc3ccccc32)cc1,-6%,3%,x,-1%,-4%,x,-2%,x
O=C(CSc1ccccc1C(=O)O)NC1CCCCCC1,-1%,7%,6%,-3%,0%,u,-1%,-7%
O=c1c2c(nc3nc(NCc4cccc(Cl)c4)[nH]n13)CCC2,-1%,0%,2%,5%,-5%,u,0%,-3%
CCOC(=O)c1ccccc1NC(=O)Cn1c2ncccc2c(=O)n1-c1ccccc1,-2%,-8%,x,-5%,1%,x,-5%,x
CN(Cc1ccccc1)C(=O)CN(C1CCCCC1)S(C)(=O)=O,-1%,-2%,5%,-2%,-6%,2%,-4%,2%
O=C1CCCC(O)=C1N=Nc1ccc(C(=O)O)cc1,18%,u,3.2µM*,-9%,u,6%[10 µM],-25%,u
Cc1ccc2nc(NC(=S)NC(=O)c3cccs3)sc2c1,-2%,2%,7%,-6%,u,-40%[inhibitor],-21%,-9%
Cc1cc(-c2ccccc2)n2nc(C)c(-c3ccccc3)c2n1,-1%,10%,-19%,u,-6%,-35%,-11%,0%
COc1ccc(S(=O)(=O)Nc2ccc3c(c2)N(C(C)=O)CCC3)cc1F,0%,-2%,x,-4%,-6%,x,-9%,x
COc1ccc(CCNS(=O)(=O)c2ccccc2)cc1OC,1%,-3%,-5%[11.4 µM],-1%,0%,-3%,4%,i
COc1cccc(-c2nc(CS(=O)(=O)CC(=O)N3CCN(c4ccccc4)CC3)c(C)o2)c1,-3%,-11%,x,-6%,u,x,-19%,x
COc1ccccc1C(=O)NCC(=O)NNc1ncnc(N)c1[N+](=O)[O-],-1%,-5%,14%,4%,-16%,-36%,4%,i
C[N+](C)(C)CCN1C(=O)CSC1=O,0%,1%,x,-1%,u,9%[10 µM],-8%,i
CN1CCN(C(=O)C2CC(c3c(F)cccc3Cl)=NO2)CC1 (centres undefined),-1%,-16%,2%,3%,0%,-6%[10 µM],8%,-5%
O=S(=O)(NC(=S)NC1CCCCC1)c1cccs1,2%,1%,1%,2%,-1%,x,-5%,i
N#C/C(=C\c1ccc(OCc2cccc(C(=O)O)c2)cc1)C(=O)NCc1ccco1,0%,1%,-26%,-6%,-15%,-7%[10 µM],-3%,0%

# 6 entries already listed, arranged by molar mass, descending.
SMILES,TexasRed fluor,TRb SRC2 PPI,L3MBTL1 inh,Tau fibril FP,Tau fibril ThT,HTT ATP protect,Tau fluor cs,RECQ1 helicase
COc1cccc(-c2nc(CS(=O)(=O)CC(=O)N3CCN(c4ccccc4)CC3)c(C)o2)c1,-3%,-11%,x,-6%,u,x,-19%,x
N#C/C(=C\c1ccc(OCc2cccc(C(=O)O)c2)cc1)C(=O)NCc1ccco1,0%,1%,-26%,-6%,-15%,-7%[10 µM],-3%,0%
Cc1ccc2nc(NC(=S)NC(=O)c3cccs3)sc2c1,-2%,2%,7%,-6%,u,-40%[inhibitor],-21%,-9%
CN1CCN(C(=O)C2CC(c3c(F)cccc3Cl)=NO2)CC1 (centres undefined),-1%,-16%,2%,3%,0%,-6%[10 µM],8%,-5%
Cc1cc(-c2ccccc2)n2nc(C)c(-c3ccccc3)c2n1,-1%,10%,-19%,u,-6%,-35%,-11%,0%
C[N+](C)(C)CCN1C(=O)CSC1=O,0%,1%,x,-1%,u,9%[10 µM],-8%,i

# Continuation:
SMILES,TexasRed fluor,TRb SRC2 PPI,L3MBTL1 inh,Tau fibril FP,Tau fibril ThT,HTT ATP protect,Tau fluor cs,RECQ1 helicase
CCOC(=O)C(C)Sc1ccc2nnc(CCNS(=O)(=O)c3ccc(C)cc3)n2n1 (centres undefined),0%&0%,-3%&-2%,x,-3%&-6%,6%&0%,-14%,2%&-4%,-7%
COc1cc(Cl)c(C)cc1NC(=O)c1nn(-c2ccc(C)cc2)c(=O)n(C)c1=O,-2%,3%,x,-6%,-4%,x,-1%,x
CN(C)C(=O)C[n+]1ccc(C(N)=O)cc1,0%,3%,5%,-4%,-1%,18%[10 µM],-3%,8%
NCCCS(=O)(=O)O,-2%&1%&-1%,-3%&1%&-7%,4%&-2%,5%&2%&5%,-7%&-18%&5%,-23%[1.9 µM],-1%&-8%&0%,-6%&-1%&-8%

# Screening results (PubChem)

# Only part of the results is shown; count on the stated rates, not on these rows.
